ST2 IL33 inh – IL1RL1 inhibition. AlphaLISA ST2-Fc/biotin-IL-33 interaction, 1 h. Q01638. AID 1259354. hit rate 2.3% among 78,000. inhibition, % for hits at 17 µM; in the data active = inhibition above about 30%; inconclusive = mostly about 10% to 28%
Target sequence (Q01638 whole entry, looked up): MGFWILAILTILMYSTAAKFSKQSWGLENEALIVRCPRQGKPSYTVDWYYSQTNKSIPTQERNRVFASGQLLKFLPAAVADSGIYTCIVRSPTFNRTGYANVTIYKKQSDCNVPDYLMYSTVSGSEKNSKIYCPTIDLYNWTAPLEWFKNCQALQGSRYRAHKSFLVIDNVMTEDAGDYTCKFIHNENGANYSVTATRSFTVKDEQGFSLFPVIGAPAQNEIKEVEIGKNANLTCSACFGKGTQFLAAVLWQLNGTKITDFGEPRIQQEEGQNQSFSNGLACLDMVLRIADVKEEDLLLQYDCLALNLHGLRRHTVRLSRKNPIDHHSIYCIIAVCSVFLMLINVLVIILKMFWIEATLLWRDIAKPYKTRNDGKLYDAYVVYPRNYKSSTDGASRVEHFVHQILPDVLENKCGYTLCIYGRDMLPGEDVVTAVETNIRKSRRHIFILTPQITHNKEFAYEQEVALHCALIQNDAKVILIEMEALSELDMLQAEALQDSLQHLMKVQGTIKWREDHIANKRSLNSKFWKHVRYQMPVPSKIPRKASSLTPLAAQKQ
* marks the source's active call; other numbers are inactive results; i = inactive; ? = inconclusive. Not all compounds are listed, so the mix of outcomes need not match the whole.

The opening 7 records (preview)
cpd	Compound	ST2 IL33 inh
1	CCCCc1nnc(NC(=O)c2ccc([N+](=O)[O-])cc2)s1	i
2	Brc1ccccc1CN1CCC(N2CCN(c3ccccc3)CC2)CC1	i
3	CCc1c(O)nc(SC)n(-c2ccccc2)c1=O	i
4	Cc1ccc(-c2nnc(-c3nc(Nc4cccc(C)c4)c4ccccc4n3)o2)cc1	?
5	N#Cc1ccc(Oc2ccccc2N2C(=O)c3ccccc3C2=O)cc1	i
6	CC(=O)c1ccc(C(=O)Nc2ccc(S(=O)(=O)Nc3cc(C)on3)cc2)cc1	i
7	COc1ccc(CC2(C)OC(c3ccc(C)c([N+](=O)[O-])c3)=NN2C(C)=O)cc1 (centres undefined)	?

The listing, repeating the preview:
cpd	Compound	ST2 IL33 inh
1	CCCCc1nnc(NC(=O)c2ccc([N+](=O)[O-])cc2)s1	i
2	Brc1ccccc1CN1CCC(N2CCN(c3ccccc3)CC2)CC1	i
3	CCc1c(O)nc(SC)n(-c2ccccc2)c1=O	i
4	Cc1ccc(-c2nnc(-c3nc(Nc4cccc(C)c4)c4ccccc4n3)o2)cc1	?
5	N#Cc1ccc(Oc2ccccc2N2C(=O)c3ccccc3C2=O)cc1	i
6	CC(=O)c1ccc(C(=O)Nc2ccc(S(=O)(=O)Nc3cc(C)on3)cc2)cc1	i
7	COc1ccc(CC2(C)OC(c3ccc(C)c([N+](=O)[O-])c3)=NN2C(C)=O)cc1 (centres undefined)	?
8	Cc1cc(C)c(Cn2c(=O)n(CC(=O)NCc3ccco3)c(=O)c3sccc32)c(C)c1	i
9	CN(CCCCN1CCOCC1)c1nc2nonc2nc1N1CCCC1	i
10	O=C(c1ccccc1OC1CCN(Cc2cccc(C(F)(F)F)c2)CC1)N1CCCCC1	i
11	OCCn1c(-c2ccc(I)cc2)csc1=Nc1ccccc1	42%*
12	Cc1ccc(OCC(=O)N2CCN(c3ccc(Cl)cc3[N+](=O)[O-])CC2)cc1	?
13	Cc1cccc(-c2cccc(NC(=O)C3CCCN3Cc3ccc(CO)o3)c2)c1 (centres undefined)	i
14	O=C(C=C(O)c1ccccc1)C(=O)C=C(O)c1ccccc1	?
15	CCc1cccc(OCCCN(C)C(=O)c2ccc(=O)n(C)c2)c1	i
16	CC(=O)Nc1ccc(NC(=O)c2ccc(C(=O)N(C(C)C)C(C)C)cc2)cc1	i
17	COCCCNC(=O)c1cc(-c2ccncc2)nc2ccccc12	?
18	COc1ccc(CC2CN(C/C=C/c3ccccc3)CCO2)cc1 (centres undefined)	?
19	CC(C)(O)C#Cc1cccc(-c2n[nH]c(CCc3ccccc3)n2)c1	?
20	O=C1N/C(=C\c2ccccc2F)C(=O)N1Cc1ccc(Cl)cc1	?
21	Cc1oc2cc(OCc3ccccc3)ccc2c(=O)c1Oc1ccccc1	i
22	Cc1cc(C)c2nc(NC(=O)c3ccncc3)sc2c1	i
23	CC(NC(=O)CN(c1ccc(F)cc1)S(=O)(=O)c1ccccc1)c1ccccc1 (centres undefined)	i
24	CCCn1cnc2c1CN(CCCc1ccccc1)[C@H](C(=O)OC)C2	i
25	CC(Cc1c[nH]c2ccccc12)NC(N)=O (centres undefined)	i

Overlap with the part before: two compounds; new compounds follow.
cpd	Compound	ST2 IL33 inh
24	CCCn1cnc2c1CN(CCCc1ccccc1)[C@H](C(=O)OC)C2	i
25	CC(Cc1c[nH]c2ccccc12)NC(N)=O (centres undefined)	i
26	CC(=O)Nc1nnc(SCC(=O)Nc2ccc(C(C)C)cc2)s1	i
27	O=Cc1cn(CCOc2ccc3c(c2)OCO3)c2ccccc12	i
28	NC(=O)c1cncc(-c2ccc(F)cc2Cl)c1	?
29	COc1ccc(CNS(=O)(=O)c2cccc3cccnc23)cc1	i
30	O=C(O)C1(O)CCN(c2nccc3ccccc23)CC1	i
31	CN(Cc1ccc2nsnc2c1)C(=O)c1cn(CC2CCCNC2)nn1 (centres undefined)	?
32	CCOc1ccc(-c2cnc(-c3cccc(OCC(N)=O)c3)[nH]2)cc1	?
33	C=CCNC(=O)C1C2C=CC(C2)C1C(=O)OC(C)C (centres undefined)	i
34	CC(C)(C)NS(=O)(=O)c1cccc2nsnc12	i
35	Cc1ccc(C)c(OCC(=O)Nc2nc3ccccc3s2)c1	i
36	CCC(C)NC(=O)C1(O)c2cc(Br)ccc2NC(=O)N1c1ccccc1 (centres undefined)	i
37	CN(C)c1ncnc2c1NC1=C(S2)C(=O)CC(C)(C)C1	i
38	COc1ccc(NC(=O)CC(C)C)cc1Cl	i
39	CC1(C)C(=O)NCCN1C(=O)CC(c1ccccc1)c1ccc2c(c1)OCO2 (centres undefined)	?
40	Cc1ccc(C)c(S(=O)(=O)N2CCN(c3nc(C)cc(N(C)C)n3)CC2)c1	i
41	CCSC1=N/C(=C\c2c(OC)cc(OC)cc2OC)C(=O)S1	38%*
42	CCn1c(=O)n(-c2ccc(C)c(C)c2)c2nc(-c3ccc(F)cc3F)nc(C(N)=O)c21	i
43	Cc1nc(S(=O)(=O)N2CC(c3cccnc3)C2)cn1C	?
44	CCCc1cc(CN(C)Cc2cnc(S(=O)(=O)CCC)n2CC2CCCO2)[nH]n1 (centres undefined)	?
45	COc1ccc(CC2CN(Cc3ccc(OC)c(F)c3)CCO2)cc1 (centres undefined)	?
46	CC(C)Oc1cccc(-c2csc(C(N)=O)c2)c1	i
47	CC(=O)OCC1OC(O[C@H]2CC[C@]34C[C@]35CC(O)[C@]3(C)[C@@H]([C@H](C)CC/C=C(\C)C(=O)O)C(O)C[C@@]3(C)C5CC[C@H]4C2(C)C)C(O)C(O)C1OC1OCC(O)C(O)C1O (some centres undefined)	i
48	Cc1c(C(C)NCc2cccn2-c2cccnc2)cnn1-c1ccccc1 (centres undefined)	i
49	O=C(NCc1ccc(F)cc1)c1noc2c1CCCCC2	?
50	Cc1cc(C)c(NC(=O)CNC(C)(C)C)c(C)c1	i
51	Cc1nn(CC(=O)Nc2ccc3nc(N4CCN(C)CC4)cc(C)c3c2)c(C)c1[N+](=O)[O-]	i
52	COc1cc(OC)cc(C(=O)N2CCN=C2SCc2ccc(C)cc2)c1	i
53	O=C(NCC1=CCCCC1)c1ccccc1N1CCS(=O)(=O)CC1	i
54	C=CCOC(=O)C1=C(C)Nc2ncnn2C1c1cccnc1 (centres undefined)	i
55	CCSc1nc2c(c(=O)n1-c1ccc(F)cc1)SCC2	i
56	O=C(CCCn1c(=O)c2sccc2n(Cc2cccnc2)c1=O)NCc1ccc2c(c1)OCO2	?
57	c1ccc(CC2CN(Cc3ccc(Oc4ncccn4)cc3)CCO2)cc1 (centres undefined)	?
58	CCCC(=O)Nc1cccc(C(=O)NC(C)Cc2cnccn2)c1 (centres undefined)	?
59	COc1ccc(CC(=O)N2N=C(C)CC2(O)c2cccnc2)cc1 (centres undefined)	i
60	Nc1cc(-c2ccccc2-c2ccccc2)ccn1	?
61	COc1ccc(NC(=O)NCCc2nc3cccnc3n2Cc2ccc(C)cc2)cc1OC	i
62	Cc1c(C(=O)NC2CCCC2)oc2ccc(S(=O)(=O)N3CCC4(CC3)OCCO4)cc12	i
63	CCOc1cccc(C2C(C(=O)OCCOC)=C(C)NC3=C2C(=O)C(C(=O)OC)C(C)C3)c1 (centres undefined)	i
64	CC1CCCCN1C1CC(=O)N(c2ccc(Br)cc2Br)C1=O (centres undefined)	i
65	COc1cc(C=O)cc(Cl)c1OCc1ccc(Br)cc1	i
66	O=C(NO)c1sc2ccccc2c1Cl	i
67	COc1cccc(OCC(=O)N2CCN(S(=O)(=O)c3cc4c5c(c3)CCN5C(=O)CC4)CC2)c1	i
68	COc1cc2c(cc1OC)C(C(=O)N(C)Cc1ccccc1)C(c1cccs1)N(C)C2=O (centres undefined)	i
69	O=C(O)c1ccc(CN2C[C@H](O)C[C@H]2c2nc(Cc3ccccc3)no2)cc1	?
70	CCCN(CCO)Cc1ccc(N(C)C)cc1	i
71	CCN1CCN(CCCNC(=O)CSc2cc(=O)n(C)c3ccccc23)CC1	i
72	CCc1nc(NC(C)=O)sc1-c1ccc([N+](=O)[O-])o1	?
73	Cc1sc(C)c(CN2CCCCC2)c1CN1CCCCC1	i
74	O=C1CC(NS(=O)(=O)N2CCCC2)CN1C1Cc2ccccc2C1 (centres undefined)	i
75	O=C1N(c2ccccc2)C(c2ccccc2)N2CCCN12 (centres undefined)	?

Other records follow:
cpd	Compound	ST2 IL33 inh
76	O=C(NCc1cccnc1)C1CCN(S(=O)(=O)N2CCCCC2)CC1	?
77	c1ccc(CN2CCCN(Cc3ccccc3)C2c2ccco2)cc1	i
78	Nc1nonc1-n1nnc(C(=O)O)c1CN1CCCC1	i
79	CCNc1nc(NCC)nc(Oc2ccc(=O)[nH]n2)n1	i
80	NC(=O)CCS(=O)(=O)c1ccc(Br)cc1	i
81	Cn1c(=O)c2nc(-c3ccc(Cl)cc3Cl)oc2c2ccccc21	i
82	O=S(=O)(N1CCCC1)N1CCC2(CCCN(Cc3ccc(F)cc3)C2)C1 (centres undefined)	?
83	O=C1CSC(c2cc3c(cc2[N+](=O)[O-])OCO3)N1c1ccc(Br)cc1 (centres undefined)	?
84	COc1c(O)cc2c(c1O)C(=O)OC(C)C2Oc1cc2c(c(O)c1OC)C(=O)OC(C)C2O (centres undefined)	i
85	O=[N+]([O-])c1ccc(N=Cc2cc(Cl)cc(Cl)c2O)cc1	i
86	Cc1ccc(C)c(OCc2nc(-c3ccncc3)no2)c1	i
87	O=C(CN1CCN(Cc2ccc(F)cc2Cl)S1(=O)=O)Nc1ccccc1	i
88	CSCCCNC(=O)C1CCC(=O)N(CCN2CCOCC2)C1 (centres undefined)	i
89	O=C(Nc1ccccc1)c1ccc2c3c(onc13)-c1ccccc1C2=O	?
90	COc1ccc(-n2nc3c(c2NC(=O)c2cc(OC)c(OC)c(OC)c2)CSC3)cc1	?
91	Cc1nonc1CC(=O)N1CCCC(CCC(=O)N2CCN(Cc3ccccc3)CC2)C1 (centres undefined)	?
92	O=S(=O)(c1ccc(-c2ccccc2)cc1)N1CCSC1c1ccccc1 (centres undefined)	i
93	O=C(Nc1cccc(N2CCC(NCc3cccc(OC(F)(F)F)c3)CC2)c1)C1CC1	?
94	Cc1c(C(=O)N2CCC(C(N)=O)(N3CCCCC3)CC2)sc2ncnc(N3CCOCC3)c12	i
95	Cc1ccc(S(=O)(=O)NCCc2ccccc2)c2nsnc12	?
96	C=CCn1c(C(C)NC(C)=O)nc2ccccc21 (centres undefined)	?
97	C=CCN1C(=O)CSc2ccc(C(=O)NCc3ccc(C)cc3)cc21	i
98	COc1ccccc1C(=O)N[C@H](C)c1ccccc1	i
99	CCC1Oc2ccccc2N(Cc2ccccc2Cl)C1=O (centres undefined)	i
100	C1CCC2(CC1)C1=C(CCCC1)Nc1nnnn12	i
101	CCCCC(=O)Nc1ccc(NC(=O)c2ccccc2F)cc1OC	i
102	O=C(C1CC1)N1CCN=C1SCc1cccc(Cl)c1	i
103	O=C(NCc1ccc2c(c1)OCO2)c1ccc(NC2=NC3CS(=O)(=O)CC3S2)cc1 (centres undefined)	i
104	COc1cccc(-c2cc(CNS(=O)(=O)NCc3ccccc3)on2)c1	i
105	Cc1ccc(Nc2cc(C)nc(N3CCN(S(=O)(=O)c4cc(C)ccc4C)CC3)n2)cc1	?
106	COc1ccc(Cl)cc1C(=O)Nc1c2c(nn1C(C)(C)C)CSC2	i
107	O=C(NCCCN1CCOCC1)c1cc(-c2ccc3c(c2)OCO3)on1	i
108	CN(CCC#N)S(=O)(=O)c1ccc2c(c1)c(=O)n(C)c(=O)n2C	i
109	Clc1ccc(C2=CSC3=NCCN23)cc1Cl	i
110	O=C(O)Cn1c(=O)c2cc3c(=O)n(CC(=O)O)c(=O)c3cc2c1=O	i
111	O=C1OC(Nc2nc(-c3cccc([N+](=O)[O-])c3)cs2)c2ccccc21 (centres undefined)	i
112	Cc1ccc(N2C(=O)C3C4CCC(C4)C3C2=O)cc1C (centres undefined)	i
113	O=C(OCc1nc2ccccc2s1)c1ccc(Br)s1	i
114	CC(C)c1ccc(C2SCC(=O)N2CCN2CCCCC2)cc1 (centres undefined)	i
115	Fc1ccccc1Cc1noc(CN2CCN(c3cccc(C(F)(F)F)c3)CC2)n1	?
116	COc1ccc(-c2ccnc(N[C@H]3CO[C@H]4[C@@H]3OC[C@@H]4NS(C)(=O)=O)n2)cc1	i
117	CCn1c(CN2CCC(CCC(=O)NCC3CCCO3)CC2)nc2ccccc21 (centres undefined)	?
118	Cn1c(Sc2ccc(C(=O)O)cc2[N+](=O)[O-])nnc1-c1ccccc1	i
119	O=C(O)CCc1nc(-c2ccccc2)c(-c2ccccc2)o1	?
120	Cn1c(=O)c2c(ncn2C)n(C)c1=O	?
121	CC1CN(CN2C(=O)c3ccccc3C2=O)CC(C)O1 (centres undefined)	?
122	COC(=O)[C@H](NC(=O)C1=C[C@@H](NC(=O)Nc2cccc(F)c2)[C@@H](O)[C@H](O)C1)C(C)C	i
123	C[C@H]1[C@@H]2[C@@H](O)C([C@H](C)C(=O)NCCN3CCOCC3)CC[C@@]2(C)CC[C@@H]1NC(=O)CC(C)(C)C (some centres undefined)	i
124	NCCC1CCCN(C(=O)c2c(O)cccc2O)C1 (centres undefined)	?
125	Cc1ccc(OCC(=O)O/N=C(/N)c2ccccc2)c(Br)c1	i

Reprinted, nos. 124–125
cpd	Compound	ST2 IL33 inh
124	NCCC1CCCN(C(=O)c2c(O)cccc2O)C1 (centres undefined)	?
125	Cc1ccc(OCC(=O)O/N=C(/N)c2ccccc2)c(Br)c1	i

More structures.
cpd	Compound	ST2 IL33 inh
126	O=C(CC(=O)Nc1nccs1)Nc1nccs1	i
127	CCCSc1nnc2c(n1)OC(c1ccncc1)N(C(C)=O)c1ccccc1-2 (centres undefined)	i
128	COc1ccc(Cl)cc1NC(=O)CCCn1nc([N+](=O)[O-])cc1C	i
129	O=c1c(N2CCCC2)c(Cl)cnn1-c1ccccc1	?
130	CCOc1ccc(NC(=O)C2CSC(c3ccncc3)=N2)cc1 (centres undefined)	i
131	CCN(CC)c1ccc2c(c1)OC(N)=C(C#N)C2c1cccnc1 (centres undefined)	?
132	O=C(Nc1ccccc1)N1CCN(c2cccc(Cl)c2)CC1	i
133	CCn1cc(C(=O)N2CCCCC2)c(=O)c2cc(S(=O)(=O)N3CC(C)CC(C)C3)ccc21 (centres undefined)	i

Screens as filed in PubChem BioAssay.
